# TR SRC2 fluor cs: alters Texas Red total fluorescence, flagging assay interference | TRb/SRC2 Texas Red total fluorescence interference | Potency, µM (top dose mostly 106 µM), for the others: at the highest dose fluorescence change, negative = quenching | actives 0.29% (n = 280,000) | AID 1479; active means well fitted curve in either direction with a large enough effect; inconclusive means small, poorly fitted or top-dose-only effect
#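 Human TRβ ligand-binding domain (0.6 uM) and Texas Red SRC2 peptide (20 nM) in Tris buffer with 1 uM T3 and 5% DMSO were incubated with pinned compound for 5 hr at ambient temperature. Total fluorescence was computed as S + 2P (555/632 nm).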
# GLA spleen mod: alpha-galactosidase A (human) modulation. Potency, µM (titrated, usually from 80 µM), inactives show top-dose activity change, negative = inhibition, usual class: inhibitors. actives 0.008% (n = 240,000). AID 2107. human spleen homogenate, 4MU-alpha-Gal fluorescence, 40 min. P06280;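 further: 0% = enzyme with vehicle and -100% = no enzyme basal signal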
# Target sequence (P06280 32-429 limits assumed): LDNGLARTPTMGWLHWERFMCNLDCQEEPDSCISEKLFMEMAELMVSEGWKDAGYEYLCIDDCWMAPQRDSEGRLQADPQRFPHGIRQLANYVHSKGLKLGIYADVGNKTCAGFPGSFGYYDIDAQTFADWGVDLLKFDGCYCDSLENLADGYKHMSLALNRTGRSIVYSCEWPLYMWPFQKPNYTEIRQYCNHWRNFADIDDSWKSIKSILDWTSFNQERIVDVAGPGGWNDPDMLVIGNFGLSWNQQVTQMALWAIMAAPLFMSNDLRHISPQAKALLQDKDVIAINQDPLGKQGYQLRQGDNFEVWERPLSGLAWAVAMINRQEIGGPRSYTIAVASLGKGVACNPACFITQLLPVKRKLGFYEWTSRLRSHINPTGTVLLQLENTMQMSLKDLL
#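 Spleen homogenate 1 ug + cpd (titration) + 4-MU-alpha-D-galactopyranoside 1 mM; 37C 40 min; 50 mM citrate/phosphate pH 5.0, 0.01% Tween-20; stop pH 10; fluorescence 365/440; AC50 via Hill.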
# Tau ThT inhib: blocks human tau fibril formation measured by thioflavin T; P10636; recombinant tau K18 P301L, heparin-induced fibrillization, ThT fluorescence; Potency, µM (titrated, usually from 57.4 µM), without a hit: at the highest dose activity, negative = inhibition, actives largely listed as inhibitors; actives 2.1% (n = 270,000); AID 1460; further: nearly all actives have a fitted effect of over 55% in size
# Target sequence (P10636 561-689 P618L limits assumed): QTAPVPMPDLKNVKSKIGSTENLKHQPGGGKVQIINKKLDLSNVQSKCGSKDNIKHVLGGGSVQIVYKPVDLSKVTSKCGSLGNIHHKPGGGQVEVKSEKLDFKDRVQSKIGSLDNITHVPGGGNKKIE
#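 Heparin-induced (20 uM) aggregation of recombinant human K18 P301L tau, 15 uM unlabeled with 0.24 uM labeled, pH 7 acetate buffer, 6 hr at 37 C with compound. Fibrils quantified by 30 uM ThT fluorescence after 1 hr ambient incubation.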
# TRb SRC2 PPI: inhibitors of human thyroid hormone receptor beta-SRC2 interaction | Potency, µM (highest dose often 106 µM), without a hit: at the highest dose activity change, negative = inhibition, usual class: inhibitors | TRbeta-SRC2 peptide binding, fluorescence polarization; receptor liganded with 1 µM T3 | actives 0.065% (n = 280,000) | P10828;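 further: plate controls were bound peptide for no effect and peptide without receptor for full effect; nearly all actives have a fitted effect of over 50% in size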
#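 Fluorescence polarization of 20 nM Texas Red SRC2 peptide (20-aa NR interaction domain) bound to 0.6 uM human TRb ligand-binding domain, with 1 uM T3, after 5 hr at ambient temperature; inhibition seen as decreased polarization.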
# Tau fibril FP: inhibitors of human tau fibril formation. actives 0.39% (n = 280,000). K18 P301L tau heparin fibrillization, Alexa594 FP, 6 h. P10636. Potency, µM (series often up to 57.7 µM), without a hit: at the top dose activity, negative = inhibition, actives largely listed as inhibitors; further: nearly all actives have a fitted effect of over 55% in size
#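 Human tau K18 […] P301L fragment, 15 uM unlabeled plus 0.24 uM Alexa 594-labeled tau (final), with compound and 20 uM heparin in 100 mM sodium acetate pH 7; 6 hr at 37 C, then Alexa 594 FP read.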
# ALDH1A1 block: inhibitors of human aldehyde dehydrogenase 1A1; P00352; Purified ALDH1A1, NADH fluorescence, propionaldehyde substrate; Potency, µM (top dose mostly 75.3 µM), without a hit: at the top dose activity, negative = inhibition, most hits filed as inhibitors; actives 7.3% (n = 220,000); AID 1030; active means well fitted inhibition curve with a large enough effect, not every such curve was filed as active; inconclusive means small, poorly fitted or top-dose-only effect, or another doubt; inactive means no such curve, though single readings can be large or run the other way;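 further: plate controls were no enzyme wells and a reference inhibitor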
# Target sequence (P00352 whole entry, looked up): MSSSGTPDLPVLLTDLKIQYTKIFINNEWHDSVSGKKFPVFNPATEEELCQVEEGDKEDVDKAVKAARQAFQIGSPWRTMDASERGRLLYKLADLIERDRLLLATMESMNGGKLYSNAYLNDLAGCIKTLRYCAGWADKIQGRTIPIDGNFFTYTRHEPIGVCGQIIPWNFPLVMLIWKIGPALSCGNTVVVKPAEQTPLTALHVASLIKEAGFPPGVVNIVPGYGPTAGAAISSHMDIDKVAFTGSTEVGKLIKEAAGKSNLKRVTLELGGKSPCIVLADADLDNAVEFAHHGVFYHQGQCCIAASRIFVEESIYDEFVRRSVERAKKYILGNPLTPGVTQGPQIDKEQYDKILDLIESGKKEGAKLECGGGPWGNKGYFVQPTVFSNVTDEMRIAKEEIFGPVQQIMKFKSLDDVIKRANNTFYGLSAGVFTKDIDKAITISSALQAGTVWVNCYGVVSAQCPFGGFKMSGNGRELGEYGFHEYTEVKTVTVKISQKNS
# Tau fluor counter: counter-screen for tau fibril formation inhibitors. tau K18 P301L Alexa594 fluorescence, heparin fibrillization. Potency, µM (series often up to 57.7 µM), without a hit: at the top dose activity change, negative = decrease. actives 0.93% (n = 280,000). AID 1463; further: nearly all actives have a fitted effect of over 55% in size
#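 Human tau K18 P301L (15 uM unlabeled, 0.24 uM Alexa 594-labeled) in 100 mM sodium acetate pH 7 with 20 uM heparin, 6 hr at 37 C. ThT 30 uM added, 1 hr ambient; Alexa 594 FP and total fluorescence read at 555/632 nm.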
# L3MBTL1 block: L3MBTL1 (human) inhibition | Q9Y468 | AlphaScreen L3MBTL1–H3K9me1 peptide binding | Potency, µM (doses to about 57.1 µM), for inactives: at the top dose activity, negative = inhibition, most hits filed as inhibitors | actives 0.66% (n = 230,000); further: nearly all actives have a fitted effect of over 60% in size
#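 Read-out is AlphaScreen signal from streptavidin donor and nickel chelate acceptor beads (10 ug/mL final each) bridging L3MBTL1 (50 nM) and biotinylated K9-monomethylated H3(1-15) peptide (75 nM), after 30 min compound exposure at room temperature.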
# Active calls of the source: *; ? = inconclusive; nt = no result given; & = joins results of further samples; [ ] = another dose, or the depositor's remark. Unless noted, the call rests on the fitted dose curve; in most records, active means well fitted curve in the direction sought with a large enough effect; inconclusive means small, poorly fitted or top-dose-only effect, or another doubt; inactive means no such curve, though single readings can be large; an effect the other way counts as inactive or inconclusive. Unless noted, on the % scale 0 is the no-effect control and ±100 the full control effect; potency means the concentration at half of the fitted maximal effect.
SMILES,TR SRC2 fluor cs,GLA spleen mod,Tau ThT inhib,TRb SRC2 PPI,Tau fibril FP,ALDH1A1 block,Tau fluor counter,L3MBTL1 block
O=C(O)/C=C/c1ccc(S(=O)(=O)Nc2ccc(OCc3ccccc3)cc2)cc1,1.9%,8.8%,-18.4%,2.2%,5.2%,nt,-15.5%,nt
O=C(c1ccco1)N(Cc1cccnc1)c1nc2c(F)cccc2s1,1.0%,nt,-3.2%,7.9%,-1.5%,nt,-7.8%,nt
CCCC[n+]1ccn(C2=C([O-])c3ccccc3C(=O)/C2=N\S(=O)(=O)c2ccccc2)c1,1.4%,-0.4%,?,-0.7%,4.4%,?,-14.6%,-4.9%
Cc1ccc(-n2ncc3c2ncn2c(C)nnc32)cc1C,0.0%,2.6%,?,-4.6%,11.5%,?,0.6%,2.4%
C[C@@H]([C@H](O)c1ccc(O)cc1)N1CCC(Cc2ccccc2)CC1,-1.2%,1.9%,-2.4%,-4.3%,-1.7%,-0.9%,-2.9%,nt
CC(=O)N1CCc2c(sc3c2c(=O)n(CCc2ccccc2)c(=O)n3Cc2cccc(C)c2)C1,3.7%,nt,?,-4.5%,-4.1%,nt,-26.0%,nt
COc1ccc(-c2cnnc(N/N=C/c3ccc(O)c(OC)c3)n2)cc1,-18.3%,0.6%,1.78µM*,15.8%,4.4%,3.4%,?,2.1%
CCOc1ccc2c(c1)cc(CN(C(=O)CC)C1CCCCC1)c1nnnn12,2.7%,3.9%,-20.2%,-1.9%,-0.2%,31.6µM*,-15.6%,nt
CC(=O)c1cccc(-n2nnnc2SCC(=O)NNC(=O)C(C)C)c1,-1.4%[53 µM],-3.8%,2.6%,-6.1%[53 µM],-4.7%,2.2%,-7.0%,11.9%
CCc1n(CC(O)COC2CCCCC2)c2ccccc2[n+]1C (stereo unspecified),-2.1%,-2.0%,-6.2%,2.6%,-0.9%,?,-5.5%,7.3%
O=C(O)Cn1cc(/C=C2\SC(=O)N(c3ccccc3)C2=O)c2ccccc21,-3.5%,1.1%,?,0.7%,-0.7%,22.4µM*,-7.4%,?
COc1ccc(N(C(=O)c2ccco2)S(=O)(=O)c2ccccc2)cc1,-3.9%,-12.4%,-2.6%,0.3%,-10.1%,?,-15.2%,nt
COc1ccc(-c2cnnn2-c2ccc(NC(=O)/C=C/c3ccc(OC)c(OC)c3)cc2)cc1,-22.2%,4.5%,9.8%,10.6%,?,?,?,-14.4%
Cc1ccc(/C=C/c2nc3ccccc3s2)s1,2.1%,4.3%,?,4.6%,-6.4%,-2.5%,-22.6%,nt
CC(C)NC(=S)NN(c1ccccc1)c1ccccc1,-1.0%,18.2%,-15.7%,-7.7%,5.3%,6.3%,-14.2%,nt
N[C@H](Cc1c[nH]c2ccccc12)C(=O)O,-1.0%,-7.7%,-3.6%,15.5%,-0.9%,0.8%&7.0%,-10.3%,nt
C/C(N)=C(/C#N)C(=O)CSc1nnnn1-c1ccc(C)cc1,2.3%,-4.1%,-11.4%,4.5%,5.6%,-6.7%,-18.5%,-1.6%
Cc1[nH]c2ccccc2c1C(=O)COC(=O)c1c(-c2ccccc2)noc1C,-2.6%[53 µM],-5.1%,-0.5%,0.8%[53 µM],?,-8.7%,?,-10.0%
CCOC(=O)Cn1nnnc1CN(Cc1ccc(OC)cc1)Cc1cc2cc(C)cc(C)c2[nH]c1=O,0.4%,1.4%,-0.2%,6.6%,7.0%,?,2.3%,-0.8%
CCN(Cc1ccccc1)S(=O)(=O)c1ccc(F)c(C(=O)Nc2cc(C)ccc2OC)c1,-3.4%,nt,15.0%,0.2%,-4.8%,nt,-8.3%,nt
CCC(=O)N(Cc1cc2cc(OC)ccc2[nH]c1=O)c1cccc(C)c1,-9.0%,6.2%,-3.9%,2.6%,-1.3%,?,0.3%,3.9%
CCOC(=O)c1c(-c2ccccc2)oc2ccc(O)c(CN3CCOCC3)c12,0.3%,3.0%,?,1.2%,-2.4%,?,-29.8%,20.4%[11.4 µM]
CN(C)CCn1nnnc1SCC1=C(C(=O)O)N2C(=O)[C@@H](NC(=O)Cc3csc(N)n3)[C@@H]2SC1,-1.1%[53 µM],9.6%[29.1 µM],nt,-2.5%[53 µM],nt,11.2%[20.9 µM],nt,nt
COc1ccc(OC(=O)NCCc2ccccc2)cc1,1.5%,-7.7%,-4.1%,-1.3%,-6.1%,nt,-8.0%,-1.4%
CCc1c(C)c2cc(Cl)c(O)c(CN3CCCCC3)c2oc1=O,0.6%,?,-6.6%,-1.5%,1.7%,?,0.8%,4.3%
COc1ccccc1-n1cc(CN2CCN(CC(C)C)C(CCO)C2)cn1 (stereo unspecified),-5.2%,-7.7%,-4.3%,-2.4%,2.2%,4.6%,-6.1%,-1.6%
Nc1c(C(=O)OCC2CCCO2)c2nc3ccccc3nc2n1-c1ccc2c(c1)OCCO2 (stereo unspecified),-5.6%,12.3%,?,-8.1%,5.1%,?,-29.9%,nt
[O-][N+]1=C2CCC/C(=N\O)C2=NC12CCCCC2,-3.4%,6.6%,-1.0%,1.8%,1.5%,-1.4%,3.2%,0.9%
CCS(=O)(=O)Nc1cc(-c2nc3cccnc3s2)ccc1C,-4.1%,6.7%,-9.6%,-0.6%,3.6%,?,1.4%,-2.6%
CCCCN(CC)C(=O)CSc1nc2n[nH]c(C)c2c(=N)n1-c1cccc(C)c1,-0.4%&2.1%,-20.7%,?,4.1%&-5.9%,?,-9.3%,-17.7%&-13.8%,nt
COc1cccc(NC(=O)Nc2cccnc2)c1,-2.2%,5.8%,5.8%,-10.7%,-4.1%,-4.0%,-5.8%,-3.2%
Cc1cccc(C)c1NC(=O)CSCc1cccc(CSCC(=O)Nc2c(C)cccc2C)n1,-2.4%,2.3%,-13.5%,-3.6%,-6.8%,-12.5%,-15.4%,nt
COc1ccc(C(=O)N=c2sccn2C)cc1,-3.1%,-4.3%,-8.0%,-6.3%,0.9%,8.2%,-3.3%,-4.8%
CCC(C)(NC(=O)Cc1c[nH]c2ccccc12)C(=O)NC1CCCCC1 (stereo unspecified),?,8.1%,-6.5%,1.2%,6.8%,21.1%,-1.8%,-1.4%
COC(=O)c1ccccc1NC(=O)c1sc2nc(C)cc(C)c2c1NC(=O)c1ccccc1OC,-20.4%,nt,-1.3%,2.0%,6.8%,nt,1.2%,nt
CC(=O)Nc1c(C(=O)O)[nH]c2ccccc12,-2.3%,-6.4%,-7.2%,-16.4%,4.0%,2.2%,-0.2%,4.0%
Cc1cccc(OCCSc2nc3ccc(NC(=O)c4cccs4)cc3s2)c1,6.7%,nt,7.2%,0.7%,7.08µM*,nt,?,nt
CSc1ccc(CN2CCN(CCC(C)C)C(CCO)C2)cc1 (stereo unspecified),0.9%,3.2%,-6.2%,-0.4%,7.1%,11.6%,-9.2%,-13.4%
O=C(Nc1ccc2c(c1)OCCO2)N1CCOCC1,-4.5%,-19.6%,0.8%,-12.1%,-11.6%,-3.1%,-5.1%,12.2%
CCCn1c2c(c(O)c(C(=O)Nc3nccs3)c1=O)CCCC2,2.6%,12.4%,?,3.8%,14.1%,?,-3.3%,4.0%
Cn1c(SCC(=O)N/N=C/c2ccc([N+](=O)[O-])s2)nnc1-c1ccccc1,-4.9%,-4.1%,?,0.5%,-4.4%,-1.1%,?,-21.5%
O=C(CSc1nnc(COc2ccccc2)o1)NCCc1ccccc1,-8.3%,8.9%,-8.4%,3.9%,8.0%,-2.9%,0.8%,-1.9%
CC(=O)N1CCN(c2ccccc2NC(=O)COc2ccc(Br)cc2)CC1,-3.0%,-2.7%,-7.2%,1.1%,1.2%,?,-6.8%,1.6%
O=C(c1ccccc1)N1CCSc2sccc2C1=O,-1.9%,-5.5%,-6.9%,-0.4%,-3.5%,?,-8.4%,2.2%[11.4 µM]
COc1cc(C(=O)NCCN2CCOCC2)cc(OC)c1OC,-1.7%,-9.6%,-9.8%,-8.3%,-9.6%,6.6%,-15.0%,nt
CCOCCCNc1nc(=S)[nH]c2cc(OC)c(OC)cc12,-4.4%,6.5%,-9.9%,-0.9%,8.5%,6.3%,-3.4%,-4.0%
CNS(=O)(=O)c1cn(CC(=O)N2CCN(c3cccc(C)c3C)CC2)cc1S(=O)(=O)NC,-1.7%,nt,8.5%,-1.2%,-3.9%,nt,1.5%,nt
Cn1nccc1C(=O)Oc1ccc(/C=N/NC(=O)c2ccccc2O)cc1,-0.1%,-6.8%,?,-3.7%,1.3%,?,-17.2%,nt
CC(C)Oc1ccc(/C(O)=C2/C(=O)C(=O)N(CCN(C)C)C2c2cccs2)cc1 (stereo unspecified),1.7%,-8.3%,-6.1%,-1.1%,0.1%,5.4%,4.1%,4.8%
CCCC(=O)NC(=S)Nc1ccccc1C(F)(F)F,0.7%,-0.4%,-2.2%,6.8%,-1.2%,?,-4.1%,nt
CC1=C(C(=O)Nc2ccccc2)C(c2coc3ccccc3c2=O)C2=C(CCCC2=O)N1 (stereo unspecified),-1.6%,0.6%,-3.2%,-17.7%,12.6%,24.3%,-2.6%,3.1%
CCOc1cc2[nH]c(=O)n(CCCN3CCCC3=O)c(=O)c2cc1OCC,-1.8%,-1.8%,-7.2%,-5.7%,4.9%,?,-7.0%,-2.7%
O=C(O)CC(NC(=O)Cc1ccc(Cl)cc1)c1ccco1 (stereo unspecified),-1.4%,-8.8%,-2.0%,4.0%,-1.0%,8.9%,1.1%,nt

# From PubChem BioAssay
